A-T KAP1 phos: potential ataxia-telangiectasia treatment; […] A-T fibroblasts, KAP-1 phosphorylation AlphaLISA; neocarzinostatin DNA damage 30 min before lysis; Potency, µM (series often up to 57.5 µM), inactives show top-dose activation, usual class: activators; hit rate 0.19% among 320,000; note: potency is the fitted concentration of half-maximal effect; % of control where 0% means no effect; nearly all actives have a fitted effect of over 45% in size
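ATM-like activity read as KAP-1 phosphorylation via AlphaLISA donor/acceptor antibody pairs after lysis and 6 hr at 25C. Cells were ATM-null patient fibroblasts ([…], hTERT), dosed 60 min, then exposed to the DSB inducer NCS for 30 min.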
TSG101-PTAP inh: blocks PTAP/TSG101 interaction to inhibit HIV-1 budding; Q99816; Fluorescence polarization, FITC-PTAP peptide / Tsg101 binding; AID 493005; 340,000 tested, under 10 active; Potency, µM (series often up to 115 µM), without a hit: at the highest dose activity change, negative = inhibition, usual class: inhibitors; active = well fitted inhibition curve with a large enough effect in the main read-out, with a control signal flat, not every such curve was filed as active; inconclusive = small, poorly fitted or top-dose-only effect, or effect the other way, or a change in a side signal; inactive = no such curve, though single readings can be large or run the other way; note: potency is the fitted concentration of half-maximal effect; % of control where 0% means no effect
Target sequence (Q99816 whole entry, looked up): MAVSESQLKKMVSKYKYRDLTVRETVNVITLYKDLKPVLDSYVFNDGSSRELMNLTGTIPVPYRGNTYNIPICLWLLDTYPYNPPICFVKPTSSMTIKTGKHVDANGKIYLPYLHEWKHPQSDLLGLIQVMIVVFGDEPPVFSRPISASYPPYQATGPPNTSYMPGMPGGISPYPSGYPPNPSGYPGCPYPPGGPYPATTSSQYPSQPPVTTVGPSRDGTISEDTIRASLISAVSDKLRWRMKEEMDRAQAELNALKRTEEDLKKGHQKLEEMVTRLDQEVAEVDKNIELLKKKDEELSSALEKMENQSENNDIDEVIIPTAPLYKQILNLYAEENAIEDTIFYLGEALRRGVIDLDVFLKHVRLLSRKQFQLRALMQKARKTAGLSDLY
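FP read-out: FITC-PTAP peptide, 50 nM final, binding Tsg101 binding domain, 10 uM final; 20 min, r.t.; 10 mM HEPES pH 7.5, 0.15 M NaCl, 0.01% Tween 20, 3 mM EDTA, 0.1 mM TCEP.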
MLL CXXC-DNA inh: inhibitors of human MLL CXXC domain-DNA interaction | Q03164 | AID 2662 | hit rate 0.037% among 290,000 | Potency, µM (titrated, usually from 115 µM), for inactives: at the top dose activity change, negative = inhibition, usual class: inhibitors | MLL-CXXC / FITC-HOXA9 DNA fluorescence polarization; active = well fitted inhibition curve with a large enough effect in the polarisation, with a control signal flat, not every such curve was filed as active; inconclusive = small, poorly fitted or top-dose-only effect, or effect the other way, or a change in a side signal; inactive = no such curve, though single readings can be large or run the other way; the % refers to the polarisation; note: potency is the fitted concentration of half-maximal effect
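Purified MLL-CXXC (added from a 7 uM solution) was preincubated 5 min at ambient with pinned compounds in 50 mM Tris-HCl pH 7.5, 50 mM NaCl, 1 mM DTT, 0.05% BSA. Fluorescein-labeled HOX-A9 DNA (50 nM solution) followed, 30 min, then polarization read.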
a7 integrin act: integrin-mediated muscular dystrophy alleviation activation. alpha7betagal myoblasts, beta-gal FDG fluorescence, 48 h. Potency, µM (highest dose often 38.3 µM), inactives show at the highest dose activation, actives largely listed as activators. hit rate 0.064% among 350,000;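 note: potency is the fitted concentration of half-maximal effect; 100% = response of the positive control SU9516; nearly all actives have a fitted effect of over 60% in size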
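Alpha7betagal+/- myoblasts (passage 13) were plated 16-24 hr, then exposed to compounds (1:260 dilution of DMSO stock) for 48 hours at 37C. After MPER lysis, β-galactosidase reporter activity was read as FDG fluorescence (ex 480/em 540) after 30 minutes.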
Menin MLL FP TR: menin-MLL binding inhibition, Texas Red mutant peptide; Potency, µM (titrated, usually from 61.6 µM), for the others: at the top dose FP activity change, negative = inhibition, usual class: inhibitors; Menin + Texas Red MLL mutant peptide, fluorescence polarization; O00255; hit rate 0.23% among 270,000; active = well fitted inhibition curve with a large enough effect in the polarisation, with a control signal flat, not every such curve was filed as active; inconclusive = small, poorly fitted or top-dose-only effect, or effect the other way, or a change in a side signal; inactive = no such curve, though single readings can be large or run the other way; the % refers to the polarisation; note: potency is the fitted concentration of half-maximal effect; % of control where 0% means no effect; many of its hits are not listed in these tables
TSHR antagonist: blocks TSH signaling through the human TSH receptor; P16473; TSHR-expressing cells, TSH-stimulated cAMP HTRF, 2 h; stronger effect = lower value; activity change, negative = inhibition, % at 11.5 µM; hit rate 0.2% among 330,000; AID 504810;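 active = activity change below a set negative limit, meaning inhibition stronger than a set level, cut at about -70% in these data; inconclusive = activity change between two set negative limits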; note: % is set by controls: 0 for no effect and ±100 for the full control effect
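Cell-based HTRF cAMP assay; TSHR cells + compound, TSH EC80 (4nM final), 2 h, 37 deg C. Lysis with anti-cAMP cryptate and cAMP-d2, 30 min RT, read 665/620 nm.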
TCR act: activates T cell receptor signaling. primary human leukocytes, anti-CD3, IL-2 HTRF, 48 h. Potency, µM (titrated, usually from 9.22 µM), for inactives: top-dose activation of IL-2 secretion, usual class: activators. 330,000 tested, under 10 active; note: % of control where 0% means no effect
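HTRF read-out of IL-2 secretion: europium cryptate donor excited at 320nm, d2 acceptor emission at 665nm. Cells were primary human leukocytes incubated 48 hr with compounds and a-CD3 beads, supplying TCR signal only.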
Mito fusion act: inhibitors of mitochondrial division or activators of mitochondrial fusion. Potency, µM (doses to about 46.1 µM), for the others: at the top dose growth rescue (activation), usual class: activators. S. cerevisiae fusion-defective mutant growth rescue, CellTiterGlo 48 h. hit rate 0.23% among 320,000;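 note: potency is the fitted concentration of half-maximal effect; % of control where 0% means no effect; nearly all actives have a fitted effect of over 45% in size; temperature-sensitive fusion mutants such as fzo1-1 at 37 °C on non-fermentable ethanol glycerol medium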
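Yeast fusion mutant, YPEG (non-fermentable carbon), compound, 48 h at 37C non-permissive; CellTiterGlo added, 10 min RT, luminescence read. Rescued growth = division inhibition.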
MBNL1-CUG inh: blocks human MBNL1 binding to CUG repeat RNA | Potency, µM (series often up to 57.5 µM), for inactives: at the highest dose activity change, negative = inhibition, hits mostly inhibitors | TR-FRET MBNL1-His/biotin-(CUG)12 binding, 665/545 ratio | hit rate 0.036% among 280,000 | Q9NR56 | AID 2675; active = well fitted inhibition curve with a large enough effect in the signal ratio, with a control signal flat, not every such curve was filed as active; inconclusive = small, poorly fitted or top-dose-only effect, or effect the other way, or a change in a side signal; inactive = no such curve, though single readings can be large or run the other way; the % refers to the signal ratio; note: potency is the fitted concentration of half-maximal effect; % is set by controls: 0 for no effect and ±100 for the full control effect
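Inhibition of protein-RNA binding appears as loss of TR-FRET between terbium anti-His antibody on MBNL1-His and streptavidin-XL665 on biotin-(CUG)12. Activity is normalized to buffer-only and uninhibited-complex controls.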
S-ASM inh: blocks human secretory acid sphingomyelinase. P17405. placental ASM, HMU-PC fluorogenic substrate, 60 min. Potency, µM (highest dose often 57.5 µM), without a hit: at the top dose activity change, negative = inhibition, actives largely listed as inhibitors. hit rate 0.006% among 340,000; note: potency is the fitted concentration of half-maximal effect
Target sequence (P17405 47-631 limits assumed): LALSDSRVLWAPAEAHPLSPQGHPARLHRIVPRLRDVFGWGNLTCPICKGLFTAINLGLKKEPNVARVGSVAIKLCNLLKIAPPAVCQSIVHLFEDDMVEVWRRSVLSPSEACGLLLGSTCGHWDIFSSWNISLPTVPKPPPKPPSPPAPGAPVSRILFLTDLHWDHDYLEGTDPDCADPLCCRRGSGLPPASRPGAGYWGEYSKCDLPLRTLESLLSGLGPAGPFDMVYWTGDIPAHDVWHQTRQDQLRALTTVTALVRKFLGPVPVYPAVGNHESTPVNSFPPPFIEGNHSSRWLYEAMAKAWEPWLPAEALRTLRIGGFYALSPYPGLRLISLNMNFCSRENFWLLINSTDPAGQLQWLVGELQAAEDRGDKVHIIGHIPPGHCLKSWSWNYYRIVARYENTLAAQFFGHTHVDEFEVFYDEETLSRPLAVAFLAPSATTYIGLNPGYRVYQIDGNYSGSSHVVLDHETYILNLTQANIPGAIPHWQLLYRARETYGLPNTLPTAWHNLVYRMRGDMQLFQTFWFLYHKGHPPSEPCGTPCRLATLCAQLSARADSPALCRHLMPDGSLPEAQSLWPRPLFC
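Fluorogenic HMU-PC substrate (9 uM final) is turned over by placental ASM in 60 min at 37 C after a 10 min compound preincubation. Reaction ended by alkaline stop (pH 10), with fluorescence read at 386/447 nm.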
Numbers without * were called inactive; ? = inconclusive; . = not tested or not shown; [ ] = remark or other dose. Unless noted, calls come from the whole dose curve; as a rule, active = well fitted curve in the direction sought with a large enough effect; inconclusive = small, poorly fitted or top-dose-only effect, or another doubt; inactive = no such curve, though single readings can be large; an effect the other way counts as inactive or inconclusive. The list is partial; the hit share may differ from the screen's.

item	SMILES	A-T KAP1 phos	TSG101-PTAP inh	MLL CXXC-DNA inh	a7 integrin act	Menin MLL FP TR
1	Cc1cccc(N2CCN(C(=O)c3cccc(S(=O)(=O)N4CCc5ccccc5C4)c3)CC2C)c1 (stereo not drawn)	3%	-5%	2%	-28%	-16%
2	O=C(Nc1nonc1-c1ccc(Cl)cc1)c1ccccc1	3%	1%	5%	-14%	?
3	CCOCCCNC(=S)N1CCC(C(=O)c2ccc(C)cc2)CC1	3%	-2%	5%	1%	8%
4	COC(=O)c1cc2occc2n1Cc1nc(-c2ccccc2Cl)oc1C	33%	2%	1%	-3%	-7%
5	Cc1cc(=O)[nH]c(SCC(=O)Nc2ccc(Br)cc2)n1	1%	-7%	5%	5%	.
6	CC(C)(C)NS(=O)(=O)c1ccc(NS(=O)(=O)c2ccc(F)cc2)cc1	-7%	-6%	21%	14%	20%
7	CC(=O)Nc1ccc(S(=O)(=O)N(C)CC(=O)N/N=C/c2cccs2)cc1	16%	0%	21%	-29%	.
8	O=c1ccc(-c2ccc(S(=O)(=O)N3CCN(c4ccccc4)CC3)o2)n[nH]1	8%	-11%	10%	20%	.
9	O=C(N/N=C/c1ccccn1)c1cc(-c2ccc(Br)cc2)nc2ccccc12	-12%	-3%	-2%	-31%	.
10	NC(=O)c1ccsc1N	-4%[11.5 µM]	.	-3%	.	0%
11	CC1(C)CC(=O)C2=C(C1)N(c1ccccc1C#N)C(N)=C(C#N)C2c1cccs1 (stereo not drawn)	-1%	1%	-1%	15%	3%
12	N#Cc1ccccc1CN1C(=O)NC(Cc2c[nH]c3ccccc23)C1=O (stereo not drawn)	1%	1%	2%	-1%	11%

item	TSHR antagonist	TCR act	Mito fusion act	MBNL1-CUG inh	S-ASM inh
1	-15	2%[46.1 µM]	6%	7%	1%
2	-3	12%	-5%	-5%	-4%
3	-14	.	-10%	4%	2%
4	-3	0%	2%	16%	1%
5	-15	5%	-3%	6%	2%
6	17	1%	1%	-28%	1%
7	3	7%	-2%	19%	-2%
8	11	-2%	-1%	22%	0%
9	6	-7%	-12%	-7%	-22%
10	10	.	3%	?	.
11	-5	2%	-6%	11%	-11%
12	5	1%	12%	12%	0%

Entries from the list above with bromine (two):
item	SMILES	A-T KAP1 phos	TSG101-PTAP inh	MLL CXXC-DNA inh	a7 integrin act	Menin MLL FP TR
5	Cc1cc(=O)[nH]c(SCC(=O)Nc2ccc(Br)cc2)n1	1%	-7%	5%	5%	.
9	O=C(N/N=C/c1ccccn1)c1cc(-c2ccc(Br)cc2)nc2ccccc12	-12%	-3%	-2%	-31%	.

item	TSHR antagonist	TCR act	Mito fusion act	MBNL1-CUG inh	S-ASM inh
5	-15	5%	-3%	6%	2%
9	6	-7%	-12%	-7%	-22%

Further entries:
item	SMILES	A-T KAP1 phos	TSG101-PTAP inh	MLL CXXC-DNA inh	a7 integrin act	Menin MLL FP TR
13	CSc1nnnn1-c1cccc(O)c1	5%	-4%	2%	12%	-19%
14	CCn1c(SCC(=O)Nc2cc(NC(C)=O)ccc2OC)nnc1-c1ccccn1	8%	0%	1%	-16%	-6%
15	COC(=O)c1cccc(N(C(=O)c2cnccn2)C(C(=O)NC2CCCCC2)c2cn(C)nc2C)c1 (stereo not drawn)	1%	-9%	5%	3%[7.66 µM]	-17%
16	CCOc1ccccc1NC(=O)[C@@H](NC(=O)c1ccccc1F)C(C)C	8%	-2%	-10%	-2%	?
17	O=C(Cc1ccc(Cl)cc1)OCC(=O)c1ccc[nH]1	9%	-3%	.	-7%	.
18	CSc1ccccc1NC(=O)c1onc(C)c1Cl	5%	0%	0%	1%	-3%
19	COc1ccc(N2C(=O)C3CCCN3C2c2ccc(F)cc2)cc1Cl (stereo not drawn)	4%	-5%	-2%	-7%	13%
20	O=Cc1ccccc1OCCOc1ccc([N+](=O)[O-])cc1	-2%	-4%	-2%	13%	10%
21	COCCn1c(SCC(=O)NCc2ccc3c(c2)OCO3)nc2ccccc2c1=O	-1%	-8%	11%	2%	-11%
22	CCCSc1nnc2n(N)c(=O)c3ccccc3n12	0%	-12%	1%	-9%	-4%
23	COc1ccccc1C(=O)NCCCCNC(=O)c1ccccc1OC	.	-2%	.	-18%	.
24	CCSc1nnnn1-c1ccccc1	.	-7%	4%	1%	-14%

item	TSHR antagonist	TCR act	Mito fusion act	MBNL1-CUG inh	S-ASM inh
13	2	-4%	2%	-2%	7%
14	0	-6%[46.1 µM]	-4%	?	2%
15	2	-1%	-1%	-3%	4%
16	26	-2%	8%	-3%	6%
17	-22	-2%	1%	.	-1%
18	-3	10%	4%	4%	1%
19	-10	2%[46.1 µM]	-4%	-5%	-1%
20	-1	-11%	-4%	21%	0%
21	-5	4%	6%	.	3%
22	3	-3%	0%	-5%	2%
23	.	1%	.	.	4%
24	10	-7%	1%	-12%	1%

Quoted at random: 3 records from the list, in no set order.
item	SMILES	A-T KAP1 phos	TSG101-PTAP inh	MLL CXXC-DNA inh	a7 integrin act	Menin MLL FP TR
2	O=C(Nc1nonc1-c1ccc(Cl)cc1)c1ccccc1	3%	1%	5%	-14%	?
24	CCSc1nnnn1-c1ccccc1	.	-7%	4%	1%	-14%
20	O=Cc1ccccc1OCCOc1ccc([N+](=O)[O-])cc1	-2%	-4%	-2%	13%	10%

item	TSHR antagonist	TCR act	Mito fusion act	MBNL1-CUG inh	S-ASM inh
2	-3	12%	-5%	-5%	-4%
24	10	-7%	1%	-12%	1%
20	-1	-11%	-4%	21%	0%

The listing continues.
item	SMILES	A-T KAP1 phos	TSG101-PTAP inh	MLL CXXC-DNA inh	a7 integrin act	Menin MLL FP TR
25	CCCc1nc2ccc(NC(=O)NCCC(=O)OCC)cc2c(=O)n1Cc1cccc(Cl)c1	3%	-3%	-6%	-18%	2%
26	O=C(NCc1ccccc1)NC(O)C(Cl)(Cl)Cl (stereo not drawn)	0%	2%	6%	9%	1%
27	CCCC(=O)Nc1cc2c3c(c1)CCN3C(=O)CC2	0%	0%	12%	12%	-1%
28	O=S(=O)(NCCc1ccccc1)c1ccc(F)cc1Br	-2%	-2%	.	18%	.
29	COc1ccc(C2C(C(=O)c3cccs3)=C(O)C(=O)N2Cc2cccnc2)cc1OC (stereo not drawn)	0%	1%	21%	-26%	-2%
30	Cc1cc(OCC(=O)N2CCC(C(N)=O)CC2)c2c(C)c(C)c(=O)oc2c1	1%	0%	18%	33%	-6%
31	COc1ccc(S(=O)(=O)N2CCCCCC2)cc1NC(C)C(=O)Nc1ccc(NC(C)=O)cc1 (stereo not drawn)	.	0%	.	-11%	.
32	CC(C(=O)Nc1nccs1)c1ccc([N+](=O)[O-])cc1 (stereo not drawn)	-3%	-3%	-10%	12%	17%
33	CCCCNc1ccc(C(=O)Nc2cccc(C)n2)cc1[N+](=O)[O-]	-2%	-1%	-5%	2%	-10%
34	Cc1sc2c(c1C)C(=O)NC(c1cccc(O)c1)N2 (stereo not drawn)	-3%	.	-2%	.	12%
35	COCCN1C(=O)c2ccccc2C(C(=O)N2CCN(c3ccccn3)CC2)C1c1ccc(F)cc1 (stereo not drawn)	3%	-2%	-2%	0%	1%
36	Cc1ccc(CNC(=O)CCCn2nc(C)n3ccnc3c2=O)cc1	-8%	-4%	0%	-19%	2%
37	COc1ccc(OC)c(CNC(=O)CCC(=O)N2Cc3cccc(OC)c3Oc3ncccc32)c1	1%	-4%	1%	-24%	-4%

item	TSHR antagonist	TCR act	Mito fusion act	MBNL1-CUG inh	S-ASM inh
25	16	3%	-2%	3%	-25%
26	-5	-4%	-1%	-4%	0%
27	0	-2%	8%	-1%	1%
28	3	-1%[46.1 µM]	.	.	0%
29	6	4%	6%	-7%	-3%
30	-1	0%	0%	0%	0%
31	.	7%	.	.	4%
32	-1	-8%	11%	?	2%
33	-10	17%	7%	40%[activator]	-14%
34	-9	.	6%	11%	.
35	-1	4%[46.1 µM]	0%	-6%	-1%
36	21	1%	3%	-2%	-3%
37	0	-4%	-7%	-3%	-1%

From PubChem BioAssay
